From PubChem BioAssay
RGS4 inhibitor = blocks human RGS4-accelerated GTP hydrolysis; Potency, µM (highest dose often 114 µM), for the others: at the top dose activity change, negative = inhibition, hits mostly inhibitors; P49798; Transcreener GDP fluorescence polarization, RGS4-accelerated GTP hydrolysis; hit rate 0.039% among 390,000; also: potency is read from the fitted curve at half-maximal effect; % is scaled to controls: 0 for no effect and ±100 for the full control effect; nearly all actives have a fitted effect of over 75% in size; some results filed as inactive show a strong effect at the top dose
Target sequence (P49798 whole entry, looked up): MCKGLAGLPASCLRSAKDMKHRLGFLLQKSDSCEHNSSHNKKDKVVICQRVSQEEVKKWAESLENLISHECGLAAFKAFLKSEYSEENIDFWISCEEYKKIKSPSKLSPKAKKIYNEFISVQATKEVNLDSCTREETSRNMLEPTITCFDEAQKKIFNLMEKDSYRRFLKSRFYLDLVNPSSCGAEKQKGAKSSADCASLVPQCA
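MLSMR compounds (23 nl, pin-transferred) preincubated 10 min at room temperature with a 500nM (2x) first reagent, then RGS4 at 900nM (2x) plus Transcreener GDP mix added; fluorescence polarization (620/688 nm) read before and after 90 min at 30 °C.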
D2 antag = D2 dopamine receptor (human) antagonism; P14416; HEK293 TREx D2 cells, calcium flux, dopamine EC80; inhibition, % at 10 µM; hit rate 2% among 340,000; in the data active = inhibition above about 30%; also: 0% is about no effect
Target sequence (P14416 whole entry, looked up): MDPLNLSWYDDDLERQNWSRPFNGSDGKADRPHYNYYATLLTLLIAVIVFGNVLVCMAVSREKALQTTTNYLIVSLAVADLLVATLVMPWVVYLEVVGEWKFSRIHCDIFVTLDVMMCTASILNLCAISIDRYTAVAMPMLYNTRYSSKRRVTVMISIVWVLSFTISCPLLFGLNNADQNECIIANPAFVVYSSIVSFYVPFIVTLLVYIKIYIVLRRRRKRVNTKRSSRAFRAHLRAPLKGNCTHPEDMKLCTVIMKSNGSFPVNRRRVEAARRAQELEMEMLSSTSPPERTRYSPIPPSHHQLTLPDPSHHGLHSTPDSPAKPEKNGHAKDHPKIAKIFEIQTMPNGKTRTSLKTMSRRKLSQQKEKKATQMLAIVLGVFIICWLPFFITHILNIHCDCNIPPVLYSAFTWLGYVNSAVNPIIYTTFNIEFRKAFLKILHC
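Tetracycline-induced HEK293 T-REx cells expressing D2 force-coupled to calcium signalling were dye-loaded, exposed to compound for 180 s, then challenged with an EC80 of dopamine; calcium flux was followed kinetically for a further 180 s.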
ERG-DNA inh = inhibitors of human ERG Ets domain-DNA interaction | P11308 | hit rate 0.028% among 370,000 | Potency, µM (top dose mostly 76.9 µM), inactives show at the highest dose FP activity, negative = inhibition, hits mostly inhibitors | fluorescence polarization, His-ERG Ets domain / labelled DNA; active = well fitted inhibition curve with a large enough effect in the polarisation, with a control signal flat; inconclusive = small, poorly fitted or top-dose-only effect, or effect the other way, or a change in a side signal; inactive = no such curve, though single readings can be large or run the other way; the % refers to the polarisation;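 also: polarization taken with two DNA probes labelled with fluorescein and Texas red; potency is read from the fitted curve at half-maximal effect; % of control where 0% means no effect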
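His-tagged ERG Ets domain (1 uM in the protein solution; 300mM KCl, 50mM Tris-HCl, 1mM EDTA, 1mM DTT, pH 7.5) received compound, then a probe mix of 5 nM fluorescein-DNA and 100nM Texas-615-DNA. Fluorescence polarization was read for both dyes.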
ALOX12 inh = ALOX12 (human) lipoxygenase inhibition; P18054; Potency, µM (doses to about 108 µM), for the others: at the highest dose activity change, negative = inhibition, hits mostly inhibitors; hit rate 1.1% among 580,000; AID 1671190; purified 12hLO, xylenol orange hydroperoxide absorbance; also: potency is read from the fitted curve at half-maximal effect; % is scaled to controls: 0 for no effect and ±100 for the full control effect
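Purified human 12hLO (150 nM final) in 25 mM Hepes, 0.01% Triton X-100, pH 7.0 was preincubated 15 min at room temperature with compound. Then 40 uM arachidonic acid was added, 30 min. Hydroperoxide was read by Fe-XO absorbance ratio 573/405 nm.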
LDHA inh = LDHA (human) enzyme inhibition | purified LDHA, NADH/diaphorase-resazurin fluorescence; hits give low values | hit rate 0.15% among 480,000 | activity change, % (values are at about 110 or 230 µM); in the data active = activity change below about -30%; inconclusive = mostly about -25% to -30%;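 also: plate controls were DMSO wells for no effect and wells without enzyme for full effect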
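Enzyme activity of human lactate dehydrogenase 5 (2 nM; 0.06 mM NADH, 0.2 mM pyruvate, 5 min, RT) is measured via a resazurin/diaphorase fluorescence readout of residual NADH.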
Vif-APOBEC3F blk = inhibitors of Vif-A3F interaction; AID 602313; HeLa A3F-eYFP + Vif (tagged APOBEC3F with the HIV-1 protein that degrades it), YFP fluorescence increase; Potency, µM (top dose mostly 46.1 µM), without a hit: at the top dose activity, negative = active; hit rate 0.2% among 390,000; also: potency is read from the fitted curve at half-maximal effect; % of control where 0% means no effect; nearly all actives have a fitted effect of over 65% in size
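HeLa cells stably expressing A3F-eYFP plus Vif, plated and incubated overnight at 37 deg C, then exposed to compounds overnight at 37 deg C. Blocked degradation read as raised yellow fluorescence (Ex 488/Em 500-530).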
Vif-A3G inh = blocks the Vif interaction with human APOBEC3G. HeLa A3G-eYFP + Vif (tagged APOBEC3G with the HIV-1 protein that degrades it), YFP fluorescence, overnight. Potency, µM (series often up to 46.1 µM), without a hit: at the top dose activity, negative = active, usual class: inhibitors. hit rate 0.076% among 410,000. AID 602310;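 also: potency is read from the fitted curve at half-maximal effect; % is scaled to controls: 0 for no effect and ±100 for the full control effect; nearly all actives have a fitted effect of over 60% in size; hits raise eYFP signal because A3G escapes Vif-driven loss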
Target sequence (Q9HC16 whole entry, looked up): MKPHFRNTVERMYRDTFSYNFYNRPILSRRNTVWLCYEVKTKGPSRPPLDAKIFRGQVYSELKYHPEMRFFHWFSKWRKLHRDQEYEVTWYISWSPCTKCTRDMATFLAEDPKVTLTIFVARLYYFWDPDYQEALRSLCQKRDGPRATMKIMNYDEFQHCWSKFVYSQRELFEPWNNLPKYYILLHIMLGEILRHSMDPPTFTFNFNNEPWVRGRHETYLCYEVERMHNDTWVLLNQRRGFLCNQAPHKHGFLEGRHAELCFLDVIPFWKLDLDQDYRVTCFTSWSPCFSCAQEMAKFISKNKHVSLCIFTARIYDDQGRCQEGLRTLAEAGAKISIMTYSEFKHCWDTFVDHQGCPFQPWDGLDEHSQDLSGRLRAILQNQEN
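HeLa cells stably expressing Vif and C-terminally eYFP-tagged A3G, seeded overnight at 37 deg C, then exposed to compound by pintool overnight at 37 deg C. Rise in yellow fluorescence (Ex 488/Em 500-530, Acumen) marks blocked Vif-driven A3G degradation.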
D2 agonist = D2 dopamine receptor (human) agonism; P14416; HEK293 T-REx D2 cells, calcium flux agonist mode; activation, % at 2 µM; hit rate 0.53% among 340,000; AID 485358;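 active = activation over 3 SD above normal in the single-dose calcium agonist read, cut at about 30% in these data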; also: 0% is about no effect
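Calcium-flux readout, 1 cycle/sec over 180 s following compound pin transfer, in inducible HEK293 Trex D2 cells (force-coupled); dopamine controls included. Positive calcium responses during this window marked compounds as potential agonists.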
GRP78 ERSR act = induces the endoplasmic reticulum stress response in human glioma cells | U87-MG GRP78 promoter luciferase reporter, 16 h | Potency, µM, without a hit: at the highest dose activation, actives largely listed as activators | hit rate 0.02% among 420,000; also: potency is read from the fitted curve at half-maximal effect; series mostly up to about 76 µM; % of control where 0% means no effect; nearly all actives have a fitted effect of over 35% in size
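ERSR induction read as luciferase luminescence (Bright-Glo, 10 min at room temperature) in stably transfected human U87-MG glioma cells exposed to compounds for 16 h, using GRP78 as sensor.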
Starred values were filed as active, the others as inactive; ? = inconclusive; / = no result given; [ ] = dose if it differs, or a comment. Unless noted, calls follow the shape of the dose curve; as a rule, active = well fitted curve in the direction sought with a large enough effect; inconclusive = small, poorly fitted or top-dose-only effect, or another doubt; inactive = no such curve, though single readings can be large; an effect the other way counts as inactive or inconclusive. Only part of the results is shown; the hit share may differ from the screen's.

Structure	RGS4 inhibitor	D2 antag	ERG-DNA inh	ALOX12 inh	LDHA inh	Vif-APOBEC3F blk	Vif-A3G inh	D2 agonist	GRP78 ERSR act
CCN(CC)C(=O)C(=O)N/N=C/c1ccc(Br)cc1	36.9%	5.4	-6.9%	5.6%	-0.5	6.4%	3.1%	-0.1	1.0%
O=C(Nc1ccon1)c1nc[nH]c1C(=O)N1CCN(c2ccccc2)CC1	-24.7%	/	-1.8%	0.5%	-12.3	0.3%	-6.2%	/	-0.6%
COc1ccc(O)c(-c2cc(-c3ccccc3Cl)[nH]n2)c1	5.3%	-5.2	-1.6%	-29.3%	-4.8	-7.1%	-16.6%	1.0	10.0%
COc1cccc(/C(O)=C2\C(=O)C(=O)N(c3ccccn3)C2c2cccc(OC)c2OC)c1 (configuration not stated)	-29.9%	-2.8	2.6%	?	6.4	-2.6%	-6.2%	0.3	-0.4%
O=C1CCC(C(=O)OCC(=O)Nc2ccc(Cl)cc2C(F)(F)F)=NN1	20.1%	/	6.1%	0.7%	-4.8	-7.3%	0.0%	/	-1.3%
O=C(CSc1n[nH]c(=O)[nH]c1=O)N/N=C/C=C\c1ccccc1	?	-11.8	-14.9%	-4.8%	-8.0	0.3%	-2.6%	-0.9	-3.7%
COc1cccc(C(NC(C)=O)c2nc(-c3cccc4cccnc34)cs2)c1 (configuration not stated)	/	/	/	-32.9%	1.9	/	-0.8%	/	4.0%
Cn1c(=O)c2c(nc(NN=C3CCCC3)n2C)n(C)c1=O	-9.2%	-4.0	-12.1%	?	2.3	-3.4%	2.3%	0.4	-5.7%
Cc1nn(CCCC(=O)NCc2ccc(F)cc2)c(=O)c2c1sc1ccccc12	-8.5%	/	-5.7%	-24.4%	-3.8	-9.4%	-11.6%	0.0	-4.5%
CC1=NN(c2nc(-c3ccc(C)cc3)cs2)C(=O)C1N=Nc1ccccc1O (configuration not stated)	10.1%	4.8	15.7%	-23.5%	-3.8	?	-1.3%	0.0	-0.7%
CC(C)(C)NC(=O)NC(=O)COC(=O)c1cccc(S(=O)(=O)N2CCCCC2)c1	5.9%	-5.6	-4.6%	1.1%	-7.4	4.3%	-1.6%	-2.2	-4.5%
CSc1ccccc1NC(=O)CN(C)CC(=O)Nc1ccc(S(=O)(=O)N2CCCC2)cc1	-4.7%	/	-7.5%	-1.6%	-0.7	-23.2%	0.9%	/	-2.4%
CC(=O)c1cccc(NC(=O)CC2S/C(=N/N=C/c3ccccc3)NC2=O)c1 (configuration not stated)	-27.2%	-1.6	0.5%	-1.4%	-1.4	2.3%	-1.4%	0.0	-0.6%
CCc1nc(SCc2cccnc2)c(C#N)cc1C	8.6%	15.2	-2.1%	20.5%	-4.5	-13.3%	-4.3%	0.2	-3.2%
CCNC(=S)N1CCN(C(=O)c2ccco2)CC1	-17.0%	-11.0	-2.2%	2.8%	2.9	-18.0%	-0.6%	-0.5	-2.8%
C/C1=C\CCC2C(/C=C(\C)CC1)OC(=O)C2CN1CCCCC1 (configuration not stated)	6.7%	16.9	-0.6%	31.7%	-6.6	-4.8%	-13.9%	0.2	-14.1%
O=C(/C=C/c1ccccc1)N1CCN(c2cccc(Cl)n2)CC1	-2.1%	3.7	-3.7%	-2.5%	-0.4	-5.2%	-4.7%	0.6	-0.5%
O=C1N[C@@H](Cc2ccccc2)C(=O)N2[C@@H]3N(S(=O)(=O)c4ccc(F)cc4)c4ccccc4[C@]3(Br)C[C@@H]12	21.7%	/	-5.4%	-1.1%	-4.4	5.3%	-3.3%	/	2.7%
Cc1cc(Br)ccc1SCC(=O)OCC(=O)NCc1ccco1	-9.5%	-1.3	5.1%	0.6%	-1.0	-13.5%	-11.1%	-0.2	-5.0%
O=C(Nc1nnc([C@@H]2C[C@H](O)[C@@H](CO)O2)s1)Nc1ccccc1Oc1ccccc1	/	/	/	-6.5%	-5.5	/	-4.5%	/	-1.2%

(further entries)
Structure	RGS4 inhibitor	D2 antag	ERG-DNA inh	ALOX12 inh	LDHA inh	Vif-APOBEC3F blk	Vif-A3G inh	D2 agonist	GRP78 ERSR act
C=CCCCCCCCCC(=O)NNC1CC(=O)N(c2ccccc2)C1=O (configuration not stated)	15.4%	-19.9	-6.8%	0.0%	-5.5	6.9%	-3.2%	-0.5	2.1%
Cc1ccc(CN2CC34C=CC(O3)C(C(=O)NCc3ccc5c(c3)OCO5)C4C2=O)cc1 (configuration not stated)	0.1%	/	-0.4%	0.0%	-2.9	-1.0%	-1.1%	/	-5.4%
COc1cc(C(=O)OCC(=O)N(C)Cc2ccccc2)cc(OC)c1OC	10.9%	1.1	-0.2%	-21.1%	-2.5	6.0%	-4.1%	0.4	?
CCOc1ccc(N(C(=O)Cn2nnc3ccccc32)C(C(=O)NC(C)(C)CC)c2cccn2C)cc1 (configuration not stated)	-26.1%	-6.2	-4.9%	4.7%	-5.9	-1.2%	-2.4%	0.9	-3.6%
Cc1nc2cc(F)ccc2n1C1CCN(C(=O)c2ccc(F)cc2F)CC1	7.9%	/	4.4%	0.4%	-7.6	2.3%	-1.2%	/	-0.9%
CN1CCc2c(sc3c2C(=O)NC(c2ccc(-c4ccc(Cl)cc4)o2)N3)C1 (configuration not stated)	-34.6%	-28.2	-0.7%	?	-0.5	28.2µM*	?	2.1	2.4%
COc1ccc(N(CC(=O)N2CCCCCC2)S(=O)(=O)c2ccccc2)cc1	-25.1%	-9.4	10.3%	0.0%	-2.1	-6.5%	0.0%	0.3	-4.4%
FC(F)(F)c1cccc(-c2nnn3c2nc(NC2CCCCC2)c2ccccc23)c1	0.9%	/	1.3%	-20.3%	4.7	-6.1%	3.9%	-0.2	0.3%
O=C(Nc1nc2n(n1)C(c1ccccc1)CC(c1ccc(Cl)cc1)N2)c1ccco1 (configuration not stated)	-25.7%	/	0.3%	?	-6.1	-1.2%	-8.9%	/	-1.7%
Cc1ccc(CNC(=O)CSc2nccn(-c3ccc(C)c(F)c3)c2=O)cc1	-24.7%	-14.8	-6.8%	-20.1%	-4.6	-3.5%	0.0%	-0.7	-4.3%
COc1ccc(Br)cc1/C=N/NC(=O)C[n+]1ccccc1	8.3%	40.0*	11.8%	30.1%[activator]	-3.1	-2.3%	-6.4%	0.8	-6.4%
CCOc1ccc(NC(=O)CN(C)C(=O)c2ccccc2CCc2ccccc2)cc1OCC	-33.7%	-15.9	?	3.2%	6.3	5.6%	-11.8%	-0.4	-2.9%
O=C(NC1CCN(Cc2ccccc2)CC1)c1ccc(Cl)cc1Cl	1.2%	61.4*	-0.8%	3.4%	-10.8	8.9%	-0.5%	0.5	-2.3%
S=c1[nH]nc2nnc3ccccc3n12	-27.1%	13.1	-1.1%	?	5.5	-7.5%	-1.6%	0.4	-2.1%
COC(=O)CSc1nnc(C)c(=O)[nH]1	-19.0%	-0.5	-4.3%	-23.6%	-3.2	-7.4%	0.7%	-0.1	-2.8%
NC(=O)c1ccc(-n2nnnc2Oc2ccccc2)cc1	-6.0%	7.2	/	-3.6%[57.4 µM]	-6.9	-0.9%	-0.3%	0.8	-3.0%
CC(c1ccccc1)N1C(=O)c2cccnc2C1=O (configuration not stated)	-18.1%	-10.7	-1.3%	0.0%	-1.3	-4.2%	0.6%	0.5	-2.2%
CCC(C)NC(=O)Nc1ccc(F)c(Cl)c1 (configuration not stated)	-5.1%	1.6	0.1%	-11.2%	-10.8	15.0%	-2.1%	0.6	2.1%
C/C=C\C=C/C(=O)Nc1cccc(C2=NOC3(C2)C[C@H](C(N)=O)N(C(=O)Cc2ccc([N+](=O)[O-])cc2)C3)c1 (some centres not stated)	?	17.1	-3.6%	-5.9%	2.8	3.3%	-0.5%	0.5	-5.4%
COc1ccc(CNC(=O)C/C(C)=N/NC(=O)COc2ccc(Br)cc2)cc1	-3.0%	3.6	10.1%	-0.3%	-0.2	-3.1%	-3.8%	-1.4	-2.4%

Next part
Structure	RGS4 inhibitor	D2 antag	ERG-DNA inh	ALOX12 inh	LDHA inh	Vif-APOBEC3F blk	Vif-A3G inh	D2 agonist	GRP78 ERSR act
O=C(O)CSC12CC3CC(C1)CC(C(=O)O)(C3)C2	-14.8%	-15.2	0.5%	-27.1%	-6.2	-0.4%	-0.3%	0.7	-5.4%
CCOc1ccccc1NC(=O)CN1C(=O)NC(Cc2c[nH]c3ccccc23)C1=O (configuration not stated)	0.0%	-19.5	2.9%	59.6%	-3.9	0.8%	-11.0%	0.3	1.1%
S=C(Nc1ccc2nsnc2c1)N1CCCCCC1	-13.9%	/	7.8%	-17.4%	30.9	-0.5%	-2.6%	/	3.9%
CC(C)C[C@H](NC(=O)C1CCN(C(=O)[C@H](Cc2ccccc2)NC(=O)OC(C)(C)C)CC1)C(=O)O	-7.8%	-4.4	11.5%	-4.5%	-0.1	0.9%	-0.6%	0.2	-4.0%
Oc1ccc(/C=N/Nc2nccnc2Cl)cc1	21.0%[11.4 µM]	-3.4	-3.6%	-30.0%	-1.5	5.0%	1.1%	0.7	-5.9%
